Tb PGK inh – T. brucei PGK inhibition | Potency, µM (titrated, usually from 57.5 µM), inactives show at the highest dose activity change, negative = inhibition, hits mostly inhibitors | P07378 | 380,000 tested, 0.043% active | PGK/GAPDH coupled, Kinase-Glo luminescence, 60 min; also: potency is read from the fitted curve at half-maximal effect; % is scaled to controls: 0 for no effect and ±100 for the full control effect; nearly all actives have a fitted effect of over 60% in size
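Recombinant glycosomal PGK reaction used 1,3-bisphosphoglycerate generated in-well by GAPDH (100nM final) in 100mM TEA pH 7.6, 5mM MgCl2, 0.01% Tween-20. After 60 minutes at room temperature, ATP was read by Kinase-Glo Plus luminescence end-point.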
TrxR1 inh – blocks rat thioredoxin reductase 1; O89049; recombinant rTrxR1, NADPH fluorescence consumption, selenite substrate; Potency, µM (titrated, usually from 114 µM), without a hit: at the highest dose activity change, negative = inhibition, hits mostly inhibitors; 390,000 tested, 1% active; also: potency is read from the fitted curve at half-maximal effect; % is scaled to controls: 0 for no effect and ±100 for the full control effect; nearly all actives have a fitted effect of over 65% in size
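Rat TrxR1 (90 nM in the dispensed reagent) was pre-reduced with 400 uM NADPH for 5 min at room temperature, then incubated with compound for 15 min. After 400 uM selenite was added, NADPH fluorescence (Ex 340/Em 450 nm) was followed for 8 min.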
Pin1 inhibitor – inhibitors of human Pin1; Q13526; Pin1 FP peptide displacement, HiFluor488, 10 min; Potency, µM (highest dose often 115 µM), for inactives: top-dose activity, negative = inhibition, usual class: inhibitors; 390,000 tested, 0.009% active; AID 504891; active = well fitted inhibition curve with a large enough effect in the polarisation, with a control signal flat, not every such curve was filed as active; inconclusive = small, poorly fitted or top-dose-only effect, or effect the other way, or a change in a side signal; inactive = no such curve, though single readings can be large or run the other way; the % refers to the polarisation; also: potency is read from the fitted curve at half-maximal effect; % is scaled to controls: 0 for no effect and ±100 for the full control effect
Target sequence (Q13526 whole entry, looked up): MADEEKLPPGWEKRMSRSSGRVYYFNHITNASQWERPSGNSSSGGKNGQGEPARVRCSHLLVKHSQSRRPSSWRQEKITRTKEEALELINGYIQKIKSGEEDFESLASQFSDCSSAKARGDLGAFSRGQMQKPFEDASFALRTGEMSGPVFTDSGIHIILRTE
PI4K2A block – blocks human PI4K2A kinase activity | Q9BTU6 | purified PI4K2A, ADP-Glo luminescence, 1 h; stronger effect = lower value | AID 1346378 | 420,000 tested, 0.13% active | activity change, negative = inhibition, % at 76.9 µM; in the data active = activity change below about -50%; inconclusive = mostly about -30% to -49%;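 also: -100% = wells without enzyme as full effect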
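PI4K2A activity was measured by ADP-Glo luminescence: enzyme (4 ug/mL stock) and phosphatidylinositol (1.2 mM stock) in Tris pH 7.5/MgCl2/EGTA/Triton X-100 buffer were reacted with ATP (300 microM stock) for one hour at ambient temperature.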
IDH1 R132H inh – blocks human mutant IDH1 R132H enzyme; Potency, µM (top dose mostly 76.6 µM), for the others: at the top dose activity change, negative = inhibition, actives largely listed as inhibitors; IDH1-R132H enzyme, NADPH consumption, diaphorase/resazurin fluorescence; 390,000 tested, 0.093% active; AID 602179; O75874; also: potency is read from the fitted curve at half-maximal effect; % is scaled to controls: 0 for no effect and ±100 for the full control effect; nearly all actives have a fitted effect of over 65% in size
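IDH1-R132H (0.5 ug/mL) preincubated 30 min with compound, then NADPH (0.016 mM) and alpha-KG (2 mM) added; 80 min at RT, pH 7.5. Remaining NADPH coupled via diaphorase/resazurin to fluorescence (540/590 nm); concentration-response curves normalized to no-enzyme control.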
GLS inh – glutaminase GLS (human) inhibition. Potency, µM (titrated, usually from 45.5 µM), for inactives: top-dose activity change, negative = inhibition, usual class: inhibitors. O94925. AID 624170. GLS enzymatic activity, qHTS titration. 410,000 tested, 0.21% active; also: potency is read from the fitted curve at half-maximal effect; % is scaled to controls: 0 for no effect and ±100 for the full control effect
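Glutamate formation by hKGA was monitored fluorometrically using coupled glutamate oxidase, HRP and Amplex Red. Substrate was added as 1 mM L-glutamine solution; incubation was 30 min at RT after an initial read.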
USP1 inh – inhibitors of human USP1/UAF1 deubiquitinase; 390,000 tested, 0.23% active; AID 743255; recombinant USP1/UAF1, Ub-Rhodamine cleavage fluorescence; O94782; Potency, µM (series often up to 57.1 µM), for inactives: at the top dose activity change, negative = inhibition, usual class: inhibitors; also: potency is read from the fitted curve at half-maximal effect; % is scaled to controls: 0 for no effect and ±100 for the full control effect; nearly all actives have a fitted effect of over 60% in size; inactives centre near -12
Target sequence (O94782 whole entry, looked up): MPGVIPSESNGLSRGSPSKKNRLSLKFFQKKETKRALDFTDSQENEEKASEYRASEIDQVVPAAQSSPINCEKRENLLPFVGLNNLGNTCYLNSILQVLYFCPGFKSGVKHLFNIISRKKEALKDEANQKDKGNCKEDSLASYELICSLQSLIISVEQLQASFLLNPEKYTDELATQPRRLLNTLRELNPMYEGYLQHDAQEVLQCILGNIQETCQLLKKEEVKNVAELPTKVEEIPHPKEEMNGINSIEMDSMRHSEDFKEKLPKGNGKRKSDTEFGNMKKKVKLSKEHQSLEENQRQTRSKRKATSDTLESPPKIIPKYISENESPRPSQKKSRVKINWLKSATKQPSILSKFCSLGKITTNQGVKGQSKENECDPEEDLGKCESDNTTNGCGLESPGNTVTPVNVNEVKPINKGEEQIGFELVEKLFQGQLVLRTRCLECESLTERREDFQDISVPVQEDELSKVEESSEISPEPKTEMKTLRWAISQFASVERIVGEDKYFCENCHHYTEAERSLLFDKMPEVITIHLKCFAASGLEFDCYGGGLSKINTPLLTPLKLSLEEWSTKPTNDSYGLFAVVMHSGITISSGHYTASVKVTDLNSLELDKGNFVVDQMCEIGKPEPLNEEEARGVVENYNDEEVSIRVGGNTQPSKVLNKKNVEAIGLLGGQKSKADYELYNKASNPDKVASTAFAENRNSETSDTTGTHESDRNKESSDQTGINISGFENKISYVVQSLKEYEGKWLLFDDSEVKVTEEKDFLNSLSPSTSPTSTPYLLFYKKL
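1 nM enzyme complex + cpd, 15 min RT; start with Ub-Rho 150nM final; kinetic fluorescence ex 480/em 540, 6 reads q60 s. Buffer 50mM HEPES pH 7.8, 0.5mM EDTA, 0.1 mg/ml BSA, 1mM TCEP, 0.01% Tween-20.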
TrxR1 substrate – is turned over as a substrate by rat TrxR1. O89049. purified TrxR1 substrate turnover, NADPH consumption readout. Potency, µM (series often up to 114 µM), for the others: at the top dose activity change, negative = substrate turnover. 390,000 tested, 0.01% active. AID 588456; also: potency is read from the fitted curve at half-maximal effect; % is scaled to controls: 0 for no effect and ±100 for the full control effect; nearly all actives have a fitted effect of over 50% in size
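Rat TrxR1, dispensed at 90 nM, was prereduced with 400 uM NADPH (final) for 5 min at ~22 deg C, then incubated with compound 15 min before 400 uM selenite. A first-read NADPH fluorescence drop versus no-compound background flagged substrates.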
HP1b chromo inh – HP1-beta chromodomain-methylated histone interaction inhibition; AlphaScreen HP1-beta / biotin-H3K9me3 peptide binding; P83916; Potency, µM (highest dose often 114 µM), inactives show at the highest dose activity change, negative = inhibition, most hits filed as inhibitors; 390,000 tested, 0.56% active; also: potency is read from the fitted curve at half-maximal effect; nearly all actives have a fitted effect of over 70% in size; inactives centre near 23
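Compound inhibition of the preformed complex between 50 nM HP1-beta and 50 nM biotinylated H3K9me3 peptide was read by AlphaScreen. Buffer was PBS pH 7.4 with 0.01% Tween-20. Incubations ran 30 min at room temperature, with 10 ug/mL donor/acceptor beads.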
Starred values were filed as active, the others as inactive; i = inactive; ? = inconclusive; . = no result given; & = joins results of further samples; [ ] = dose if it differs, or a comment. Unless noted, calls follow the shape of the dose curve; as a rule, active = well fitted curve in the direction sought with a large enough effect; inconclusive = small, poorly fitted or top-dose-only effect, or another doubt; inactive = no such curve, though single readings can be large; an effect the other way counts as inactive or inconclusive. Not all compounds are listed; rates above refer to the full screens.

SMILES	Tb PGK inh	TrxR1 inh	Pin1 inhibitor	PI4K2A block	IDH1 R132H inh	GLS inh	USP1 inh	TrxR1 substrate	HP1b chromo inh
COc1cccc(CN2CCN(Cc3ccc(C)o3)CC2CCO)c1 (centres undefined)	-8%	-28%	-2%	2	3%	1%	-19%	9%	32%
CC(C)CCOc1ccc(C(=O)Nc2cc(S(=O)(=O)N3CCOCC3)ccc2N2CCOCC2)cc1	-4%	.	.	3	-3%	6%	2%	.	.
COc1ccc(S(=O)(=O)Nc2cccc3c2O[C@H](CN(C)S(=O)(=O)c2ccc(F)cc2)[C@H](C)CN([C@H](C)CO)C3=O)cc1	i	12%[57.1 µM]	17%	-3	0%	-4%	-33%	-9%[57.1 µM]	44%[activator]
CC(=O)c1ccc(NC(=O)Cn2c(-n3nc(C)cc3C)nc(C)c(C)c2=O)cc1	-11%	8%[57.1 µM]	0%	2	-5%	-8%	8%	0%[57.1 µM]	40%[activator]
CCOc1cc(C2CC(=O)Nc3cc4c(cc32)OCCO4)ccc1O (centres undefined)	6%	-5%	1%	3	-7%	8%	-24%	-8%	23%
Cc1cc(Br)ccc1SCC(=O)NNC(=O)c1ccco1	i	13%	7%	2	9%	16%	-19%	-1%	51%[activator]
O=C1CC(N(CCc2ccccc2)C(=S)Nc2ccccc2)C(=O)N1c1ccccc1 (centres undefined)	-14%	5%	9%	-2	7%	1%	-8%	-2%	42%[activator]
COc1ccccc1CCNC(=O)CSCC(=O)Nc1ccccc1F	5%	.	.	3	-1%	11%	-4%	.	.
Cc1c(NC(=O)C(=O)/C=C(\O)c2ccc(Cl)cc2)c(=O)n(-c2ccccc2)n1C	-2%	-31%	5%	0	1%	5%	5%	-10%	-1%
Cc1ccc2c(c1)[C@H]1[C@H](CO2)[C@H](c2ccccc2)[C@]2(C)C(=O)Nc3cc(Cl)ccc3C(=O)N12	-3%	-2%	40%[activator]	2	-5%	1%	-27%	-6%	12%
CCOc1cc(C)c(Cl)cc1S(=O)(=O)NCCOC	4%	-8%	-10%	1	4%	7%	-2%	-2%	22%
O=C(CSc1nnc(NC(=O)c2c(F)cccc2F)s1)NC1CC1	-3%	14%	-6%	0	0%	0%	-3%	1%	6%
CC(C)N1CCc2c(sc(NC(=O)c3ccc(S(=O)(=O)N(C)CC4CCCO4)cc3)c2C(N)=O)C1 (centres undefined)	4%	17%	?	-3	-10%	16%	-29%	-3%	27%
CCOC(=O)C1=C(C)NC2=C(C(=O)C(C(=O)OC)C(C)C2)C1c1ccc(OC)c(O)c1 (centres undefined)	1%	-17%	?	0	3%	27%	-14%	-6%	18%
CC(C)(C)c1ccc(C(=O)O)c(C(=O)c2ccc(C(=O)O)cc2)c1	-8%	16%	-2%	0	3%	0%	-5%	2%	5%
O=C(CN1C(=O)NC2(CCc3ccccc32)C1=O)c1ccccc1 (centres undefined)	3%	-19%	6%	-3	-2%	-1%	-5%	-18%	41%[activator]
N/C(Cc1ccccc1)=N\OC(=O)c1cccc2ccccc12	i	5%[57.1 µM]	1%	2	-3%	0%	-7%	8%	22%
Cc1ccc(C)c(CN2C(=O)c3ccccc3S(=O)c3ccc(C(=O)N4CCC(C)CC4)cc32)c1 (centres undefined)	-10%	13%	-2%	-2	26%	-10%	-28%	-8%	13%
CCN(CC)CCNc1c2c(c(C#N)c3nc4ccccc4n13)CCCC2	-1%	3%	0%	-1	3%	21%	-14%	11%	114%[activator]
O=[N+]([O-])c1cccc(/C=N/n2c(C3CCCCC3)n[nH]c2=S)c1	-8%	3%	2%	3	8%	-9%	-7%	4%	8%
COC(=O)c1ccccc1NC(=O)CSc1nc(C)cc(C)n1	8%	5%[57.1 µM]	9%	2	12%	8%	-11%	4%[57.1 µM]	49%[activator]
Cc1cccc(CS(=O)(=O)c2ncc(Cl)c(C(=O)Nc3nc4ccc(F)cc4s3)n2)c1	-9%	3.2µM*	-5%	-4	16%	6%	-11%	5%	27%
CCOc1ccccc1N1CC(C(=O)N(C)Cc2cccnc2)CC1=O (centres undefined)	4%	-8%	0%	4	0%	15%	-17%	-5%	-1%
COCCCNC(=O)CSC1=Nc2ccccc2C2=NC(CCC(=O)NCc3ccccc3OC)C(=O)N12 (centres undefined)	-7%	9%[57.1 µM]	-5%	-4	12%	2%	?	2%[57.1 µM]	-17%
CCOC(=O)c1sc(=S)n(-c2ccccc2Cl)c1SC	i	7%	16%	-1	3%	-10%	?	10%[57.1 µM]	-2%
O=C(O)Cc1cn(Cc2ccc(F)cc2)c2ccccc12	-9%	9%	1%	-2	8%	10%	-21%	6%	35%
C=CCn1c(Cc2nc3ccccc3[nH]2)n[nH]c1=S	-3%	-16%[11.4 µM]	.	-3	3%	-11%	-13%	4%[11.4 µM]	6%
Cc1c(CCO)c(=O)n(-c2ccccc2)n1S(=O)(=O)c1c(Cl)cc(Cl)cc1Cl	4%	8%	-4%	-3	1%	0%	-18%	5%	45%[activator]
Cc1ccc(C)c(OCc2cc(C(=O)N3CC[C@H](O)C3)no2)c1	i	12%	-4%	-7	2%	5%	-17%	1%	27%
O=C(COC(=O)c1cccc(S(=O)(=O)N2CCCC2)c1)Nc1ccc(Cl)cc1	-1%	.	.	-1	6%	-9%	-19%	.	.
CC(=O)c1ccccc1NC(=O)CCCNC(=O)c1ccc(Cl)cc1	-4%	27%	0%	-4	14%	4%	5%	9%	-19%
COc1ccc(NC(=O)Cn2c(NCC(C)O)nc3ccccc32)cc1Cl (centres undefined)	i	3%	6%	2	-6%	0%	-12%	-3%	25%
O=C(N/N=C/c1cccc([N+](=O)[O-])c1)c1ccc2c(c1)OCCO2	-1%	3%	12%	-9	10%	-2%	2%	-5%	12%
CCOc1ccc(Cl)cc1S(=O)(=O)NC1CCCC1	-3%	21%	0%	-3	-10%	-1%	-14%	5%	22%
Cc1noc(C)c1NC(=O)N(C)C[C@H]1Oc2ccc(NC(=O)CCC(F)(F)F)cc2C(=O)N([C@H](C)CO)C[C@@H]1C	-8%	-27%	-11%	-5	0%	-2%	18%	1%	63%[activator]
CCc1nonc1NC(=O)c1oc2cc(Br)ccc2c1C	3%	17%	-4%	-1	-5%	-6%	-11%	-2%	24%
COc1ccc(S(=O)(=O)N2CCN(c3nc(-c4cccs4)nc4ccccc34)CC2)cc1	.	34%&38%[activator]	-2%&13%	.	.	.	.	32%&22%[activator]	36%&24%
COc1cc(Nc2ccc(S(N)(=O)=O)cc2)c([N+](=O)[O-])nc1[N+](=O)[O-]	3%	3.2µM*	-2%	-5	17%	2%	-1%	-11%	28%
c1ccc(N2CCN(CCc3nnc4n3CCCCC4)CC2)cc1	-5%	4%	2%	-1	1%	0%	3%	-1%	24%
CN(C)CCNC(=O)COc1ccc(C23CC4CC(CC(C4)C2)C3)cc1	12%	-21%	2%	-1	-11%	-3%	-5%	-12%	-18%
Cc1cc(NC(=O)CCC(=O)N(CCC(C)C)C(C(=O)NCC2CCCO2)c2ccccc2C)no1 (centres undefined)	-6%	26%[57.1 µM]	0%	-3	-3%	-8%	-3%	-8%	53%[activator]
COc1ccc(NC(=S)NC(=O)/C=C/c2ccc(F)cc2)cc1	-5%	-2%	1%	0	6%	1%	-20%	-3%	21%
COc1cc(C(=O)OC(C)C(=O)N2CCCC2)cc2c1OCCO2 (centres undefined)	4%	9%	-2%	2	1%	5%	-8%	1%	40%[activator]
CC(C)(C)CC(=O)Nc1cc(S(=O)(=O)N2CCCCCC2)ccc1Cl	-5%	14%	21%	-3	2%	3%	-2%	-4%	36%
O=[N+]([O-])c1ccccc1/C=N\N1CCN(c2ccccc2)CC1	6%	-3%[57.1 µM]	6%	5	-5%	0%	-6%	-7%[57.1 µM]	?
Cc1cc(C)c(S(=O)(=O)N2CCCOC2CNC(=O)C(=O)NCc2cccs2)c(C)c1 (centres undefined)	-7%	-9%	-2%	1	-2%	-10%	0%	-6%	22%
COc1ccc(NC(=O)C(NS(=O)(=O)c2cccc3nsnc23)c2ccccc2)cc1 (centres undefined)	-9%	-1%	-4%	0	-12%	7%	-8%	-9%	13%

Screening results from PubChem.
